Source: PubChem BioAssay
KCNQ2 block – KCNQ2 channel blockers in CHO-K1 cells – cell-based, FluxOR thallium flux, B-score, primary screen (AID 2156); O88943; 20 min; active compounds read low; B-score at 10 µM; 1.1% of 310,000 active;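 active = fluorescence ratio B-score at most minus 3 library SDs, with starting brightness B-score within 2 library SDs, cut at about -5.5 in these data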
Target sequence (O88943 whole entry, looked up): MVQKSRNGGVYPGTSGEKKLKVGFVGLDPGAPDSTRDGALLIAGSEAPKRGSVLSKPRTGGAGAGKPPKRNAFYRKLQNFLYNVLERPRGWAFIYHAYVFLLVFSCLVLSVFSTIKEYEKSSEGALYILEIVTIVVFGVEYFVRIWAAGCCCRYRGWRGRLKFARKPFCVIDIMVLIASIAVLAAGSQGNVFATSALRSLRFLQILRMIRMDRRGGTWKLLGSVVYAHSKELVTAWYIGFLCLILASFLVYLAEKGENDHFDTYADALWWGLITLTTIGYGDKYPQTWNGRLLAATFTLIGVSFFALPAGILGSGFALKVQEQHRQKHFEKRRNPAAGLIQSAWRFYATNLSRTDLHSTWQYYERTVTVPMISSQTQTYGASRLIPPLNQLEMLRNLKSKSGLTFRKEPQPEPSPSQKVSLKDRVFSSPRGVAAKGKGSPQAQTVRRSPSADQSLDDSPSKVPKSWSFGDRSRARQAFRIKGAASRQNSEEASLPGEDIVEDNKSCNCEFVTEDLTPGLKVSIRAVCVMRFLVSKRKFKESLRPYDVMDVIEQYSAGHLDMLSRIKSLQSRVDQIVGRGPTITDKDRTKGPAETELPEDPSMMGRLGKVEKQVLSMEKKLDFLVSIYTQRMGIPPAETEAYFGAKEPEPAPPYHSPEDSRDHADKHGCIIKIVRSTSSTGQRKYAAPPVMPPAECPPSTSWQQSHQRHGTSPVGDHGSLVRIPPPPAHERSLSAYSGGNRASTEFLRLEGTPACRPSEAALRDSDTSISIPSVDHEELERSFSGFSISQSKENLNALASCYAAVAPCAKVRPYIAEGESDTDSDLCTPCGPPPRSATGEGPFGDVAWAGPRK
Kir21 block – inhibitors of mouse Kir2.1 inward-rectifier potassium channel. P35561. HEK293-Kir2.1, FluxOR thallium flux fluorescence; active compounds read low. B-score at 10 µM. 0.85% of 310,000 active. AID 1672;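 active = fluorescence ratio B-score at or below minus 3 SD of library scores, with starting-brightness B-score within 2 SD, cut at about -4.2 in these data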;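 note: channel flux triggered by added potassium and thallium sulfate stimulus; B-score of peak minus minimum fluorescence over baseline after thallium stimulus; more negative B-score means stronger Kir2.1 block with less thallium influx; some compounds called inactive have numbers as strong as hits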
Starred values were filed as active, the others as inactive; i = inactive.

| SMILES | KCNQ2 block | Kir21 block |
| --- | --- | --- |
| Cc1ccc(S(=O)(=O)NC(=NC(C)C(=O)O)c2ccccc2)cc1 (stereo unspecified) | i | 0.1 |
| CC(C)CN(C(=O)CN(C)C(=O)Cc1ccc(Cl)cc1)c1c(N)n(CC(C)C)c(=O)[nH]c1=O | i | 1.4 |
| O=C(COC(=O)CC1CC2CCC1C2)Nc1ccc(F)cc1 (stereo unspecified) | i | -0.78 |
| CC(C)Nc1ncnc2ccc(Br)cc12 | i | -0.02 |
| COc1ccc(N(CC(=O)NC2CCCCC2C)S(=O)(=O)c2c(C)nn(C)c2C)cc1 (stereo unspecified) | i | 0.33 |
| CSCCCNC(=S)N1CCN(S(=O)(=O)c2cccc(C(F)(F)F)c2)CC1 | i | -0.87 |
| CCCCCC1=CCC/C1=N\NC(=O)c1ccc2c(c1)OCO2 | i | 1.1 |
| O=C(CCn1ccc2cc(S(=O)(=O)N3CCCC3)ccc21)NCc1cccc(F)c1 | i | -1 |
| CCCCCCn1c(SCCC)nc2c1c(=O)[nH]c(=O)n2C | i | -0.35 |
| O=C(CSc1nc2ccccc2c(=O)[nH]1)Nc1nc(-c2ccc(Br)cc2)cs1 | i | -1 |
| Cn1c(Cn2c3ccccc3c3ccccc32)n[nH]c1=S | i | 1 |
| O=C(CSc1nnc(COc2ccccc2)n1Cc1ccco1)NCc1ccco1 | i | -0.53 |
| O=C(NCCN1CCN(C(=O)c2ccc(F)cc2)CC1)c1ccc(F)cc1 | i | 0.67 |
| O=C(COc1ncnc2ccccc12)N1CCN(S(=O)(=O)c2ccccc2)CC1 | i | 1.6 |
| O=C(O)c1c2c(nc3ccccc13)/C(=C/c1ccc(OC(F)F)cc1)CCC2 | i | 0.73 |
| O=C(Cc1cccc2ccccc12)NCCOc1ccccc1F | i | -0.6 |
| Cc1nnc(SCC(=O)Nc2ccc(Br)cn2)[nH]c1=O | i | 0.37 |
| COc1ccccc1CNC(=O)CSC1=NCCS1 | -6.8* | -1.2 |
| CCCCN(CC)CCNC(=O)c1cc2c(=O)n(CC)c3ccccc3c2s1 | i | -0.73 |
| Cc1cc(NC(=O)CN2CCC(C)CC2)no1 | i | 1 |
| CCCOC(=O)c1ccc(Oc2c(-c3ccc(O)cc3O)n[nH]c2C)cc1 | i | -1.2 |
| CC(/C=C1\SC(=S)N(NC(=O)c2ccncc2)C1=O)=C\c1ccccc1 | i | 0.05 |
| CC(=O)c1ccc(-n2c(CCC(=O)O)ccc2-c2cccs2)cc1 | i | 1.1 |
| Cc1ccc(CN(C)C(=O)c2ccc3c(c2)NC(=O)CS3)o1 | i | -0.97 |
| Cc1ccc(OCC(O)CNC2CCCC2)cc1C (stereo unspecified) | i | -1 |
| Cc1ccc(C(=O)N2CCN(c3ccc(NC(=O)c4cccs4)cc3)CC2)cc1 | i | -3 |
| CC(=O)c1nnn(-c2ccc(Cl)cc2C#N)c1C | i | 0.44 |
| CCOC(=O)c1nc(C)n(-c2cc(Cl)ccc2Cl)n1 | i | 0.54 |
| CC(=O)Nc1ccc(/C(C)=N/NC(=O)C2CC2c2ccccc2)cc1 (stereo unspecified) | i | -0.38 |
| O=C(NNc1cccc(Cl)n1)c1c(F)cccc1F | i | 0.43 |
| CC(C)CN(C(=O)COC(=O)CCC(=O)c1ccc(F)cc1)c1c(N)n(Cc2ccccc2)c(=O)[nH]c1=O | i | 1.2 |
| CCOP(=O)(OCC)/C(C#N)=C/c1cc(OC)ccc1OC | i | -0.72 |
| CCCCSc1nnc([C@H](C)NC(=O)OC(C)(C)C)o1 | i | -1.4 |
| COc1ccc(S(=O)(=O)Nc2cccc(S(=O)(=O)NC3=NCCC3)c2)cc1[N+](=O)[O-] | i | 2.1 |
| CC(C)C(NC(=O)c1ccc2c(c1)OCO2)C(=O)N/N=C\c1ccco1 (stereo unspecified) | i | 0.04 |
| CCN(CC)C(=O)CN(c1cc(Cl)ccc1OC)S(C)(=O)=O | i | 0.11 |
| COc1ccccc1N1CCN(C2=CC(=O)CCC2)CC1 | i | 1.4 |
| Cc1ccc(C2(C)NC(=O)N(CC(=O)NCCC3=CCCCC3)C2=O)cc1 (stereo unspecified) | i | -0.5 |
| COc1ccc(C(=O)N/N=C/c2cc3ccccc3[nH]c2=S)cc1 | i | -0.05 |
| COc1ccc(C)cc1Nc1n[n+](-c2ccccc2)c(-c2cc([N+](=O)[O-])cc(OC)c2O)s1 | i | -0.69 |
| C/C=C1\COC(C(=O)NCCCN2CCCC2=O)(C(F)(F)F)C=C1C=C(C)C (stereo unspecified) | i | 0.3 |
| CN1CCN(S(=O)(=O)c2cccc(C(=O)O)c2)CC1 | i | 2.6 |
| Cc1cccc(OC(=O)c2cn(C)nc2C(F)(F)F)c1C | i | 0.46 |
| COC(=O)Cc1[nH]nc2c1C1(C(=O)N(Cc3ccccc3)c3ccccc31)C(C#N)=C(N)O2 (stereo unspecified) | i | -0.14 |
| O=C/C=C/c1c(-c2ccccc2)cc2oc3ccccc3cc1-2 | i | -0.71 |
| CCCCCc1ccc(-c2ccc(OCC)cc2)nc1 | i | 1.4 |
| O=[n+]1c2c(n([O-])c3ccccc31)CCCC2 | i | 0.22 |
| Cc1cccc(NC(=O)CSCC(=O)N(CCC(C)C)c2c(N)n(Cc3ccccc3)c(=O)[nH]c2=O)c1 | i | 0.57 |
| O=C(OCc1cc(=O)n2c(n1)sc1ccccc12)c1ccc(O)cc1O | i | 1.4 |
| CCN(CC)Cc1cc(CCNC(=O)c2ccc(Cl)cc2)ccc1O | i | -2.9 |
| CCOC(=O)C1(CCOc2ccccc2)CCN(CCCn2cccn2)CC1 | i | -0.2 |
| CC(=O)Nc1ccc(NC(=O)CSc2nnnn2-c2ccccc2F)cc1 | i | 0.7 |
| COC(=O)c1ccc(S(=O)(=O)N2CCc3ccccc3C2)cc1 | i | 0.04 |
| O=C(CN1CCN(c2ccccn2)CC1)N1c2ccccc2Sc2ccc(C(F)(F)F)cc21 | i | 0.6 |
| O=C(O)C1CCCCN1S(=O)(=O)c1ccc(Cl)s1 (stereo unspecified) | i | 0.34 |
| Cn1cc(CN2CCCC(C(=O)Nc3cccc(-n4cccn4)c3)C2)cn1 (stereo unspecified) | i | 1.5 |
| N#Cc1c(-c2ccc(F)cc2)c2c([nH]c1=O)-c1ccccc1OC2 | i | 1.2 |
| Cc1ccc2[nH]c(C(=O)NCCN3CCCC3)cc2c1 | i | 0.16 |
| CC(C)(C)C(=O)N1CCN(c2ccc(NC(=O)c3ccc([N+](=O)[O-])o3)cc2)CC1 | i | 2.2 |
| O=C(Nc1ccncc1)c1ccc(NS(=O)(=O)c2ccc3[nH]c(=O)[nH]c3c2)cc1 | i | 0.75 |

The results go on.
molecule	KCNQ2 block	Kir21 block
COc1c2c(nc3occc13)C(CC=C(C)C)(OC)C(O)CC2 (stereo unspecified)	i	-0.17
CCOc1ccccc1NC(=O)c1cnc2n(c1=O)CCS2	i	0.27
COc1ccccc1NC(=O)N1CCCC1	i	-0.52
CCOCCCNC(=O)c1ccc2nc(-c3ccc(OC)c(OC)c3)c(-c3ccc(OC)c(OC)c3)nc2c1	i	0.72
Cc1ccc(S(=O)(=O)N(CC(=O)NCc2cccnc2)c2ccc(F)cc2)cc1	i	-0.85
COCc1cc(C)nc(SCC(=O)N2CCC(C)CC2)c1C#N	i	0.49
CN(CC(=O)Nc1ccc(C(N)=O)cc1)CC(=O)Nc1ccccc1Cl	i	1.3
O=c1[nH]c2cc3c(cc2cc1CN(Cc1cccnc1)Cc1nnnn1Cc1ccco1)OCCO3	i	-2
CCOC(=O)CSc1n[nH]c(NC(=O)NC(C)C)n1	i	0.01
COc1ccc(/C=C2\CCCc3c2nc2ccc(C)cc2c3C(=O)O)cc1O	i	2.2
O=C(/C=C/c1ccco1)NC(=S)Nc1ccc(N2CCOCC2)c(Cl)c1	i	-2.3
COc1ccc(CNC(=O)C2COc3ccccc3O2)cc1 (stereo unspecified)	i	0.14

KCNQ2 block, hit marks shown above
molecule	KCNQ2 block	Kir21 block
COc1ccccc1CNC(=O)CSC1=NCCS1	-6.8*	-1.2

(more compounds)
molecule	KCNQ2 block	Kir21 block
COc1ccc(-n2nc(C(=O)NCC(=O)NCc3cccc(F)c3)c3ccccc3c2=O)cc1Cl	i	-2.6
CCCc1c(-c2ccc(O)cc2)nn(-c2ccc(O)cc2)c1-c1ccc(O)cc1	-6.6*	-1.8
COc1ccccc1N(CC(=O)N(c1ccccc1)C(C)C)S(=O)(=O)c1cccs1	i	-0.86
COc1ccc(Oc2ccc(-c3ccn[nH]3)cc2)cc1	i	-0.05
COc1cccc(NC(=O)c2ccccc2-c2ccccc2)c1	i	-4.2*
Cc1ccc2cc(C=O)c(N3CCOCC3)nc2c1C	i	1.1
CCCC(=O)Nc1ccc(Cl)c(NC(=S)NC(=O)c2cc3ccccc3o2)c1	i	-0.02
Fc1ccccc1CN1CCN(c2ncccn2)CC1	i	-0.3
O=C(NCC1CCCO1)c1ccc2c(=O)n(Cc3cccc(Br)c3)c(=S)[nH]c2c1 (stereo unspecified)	i	0.9
CCC1/C(=N\O)CC(c2ccco2)NC1c1ccco1 (stereo unspecified)	i	0.74
CC(C)(C)C(=O)NC(=S)NNC(=O)c1ccc(-c2ccccc2)cc1	i	-1
COc1ccc(C2(O)CCN(Cc3nnnn3Cc3ccc(C)cc3)CC2)cc1	i	2.5

An excerpt from above in order of formula weight, smallest number first:
molecule	KCNQ2 block	Kir21 block
COc1ccc(Oc2ccc(-c3ccn[nH]3)cc2)cc1	i	-0.05
CCC1/C(=N\O)CC(c2ccco2)NC1c1ccco1 (stereo unspecified)	i	0.74
COc1ccccc1N(CC(=O)N(c1ccccc1)C(C)C)S(=O)(=O)c1cccs1	i	-0.86
O=C(NCC1CCCO1)c1ccc2c(=O)n(Cc3cccc(Br)c3)c(=S)[nH]c2c1 (stereo unspecified)	i	0.9
COc1ccc(-n2nc(C(=O)NCC(=O)NCc3cccc(F)c3)c3ccccc3c2=O)cc1Cl	i	-2.6

Complete entries as entered above. Order of values: KCNQ2 block	Kir21 block
Shown for CC(C)Nc1ncnc2ccc(Br)cc12 = i	-0.02
Shown for COc1ccccc1N1CCN(C2=CC(=O)CCC2)CC1 = i	1.4

Next section:
molecule	KCNQ2 block	Kir21 block
Cn1c(=O)cc(OCC(=O)N2CCN(c3ccccc3F)CC2)c2ccccc21	i	0
O=[N+]([O-])c1ccc(S(=O)(=O)NCC(c2cccnc2)N2CCOCC2)cc1 (stereo unspecified)	i	0.27
NC(=O)c1nsc(C(=O)N(Cc2ccco2)C(C(=O)NC2CCCC2)c2ccc(O)cc2)c1N (stereo unspecified)	i	-0.31
NNC(=O)C(=O)Nc1ccc(O)cc1	i	-2.1
CCN(CC)CCNS(=O)(=O)c1ccc(OC)c(Br)c1	i	2.1
COc1ccc(Cl)cc1C(=O)NNC(=O)c1cccc([N+](=O)[O-])c1	i	0.03
Cc1ccc(Cl)cc1N1CCN(S(=O)(=O)N2CCCCC2)CC1	i	-1.8
N/C(=N\OC(=O)CCCN1C(=O)c2ccccc2C1=O)c1ccc(Cl)cc1	i	0.63
Cc1cc(C(=O)N/N=C2\CC(=O)CC(C)(C)C2)c2ccccc2n1	i	0.18
COc1ccc(OC)c(N(CC(=O)N2CCCC2)S(=O)(=O)c2ccc(C)cc2)c1	i	-1.2
CNS(=O)(=O)c1ccc(NC(=O)C2CC(=O)N(c3ccc(Cl)cc3)C2)cc1 (stereo unspecified)	i	0.74
Cn1c(=O)n(C)c2cc(N3CCCCC3)c(NC(=O)c3cccc(Cl)c3)cc21	i	0.05
O=[N+]([O-])c1ccccc1OCCOCCOc1cccc2cccnc12	i	-0.62
CC1=CC(C)(C)N(C(=O)CN2C(=O)c3ccccc3C2=O)c2ccc(C)cc21	i	0.09
CN(c1ccc(S(=O)(=O)N2CCOCC2)cn1)C1CCCCC1	i	-1.5
CCn1c(C)c(C)c2cc(C(=O)Nc3cccc(Cl)c3)ccc21	-6.6*	0.19
COc1ccc(-n2c(-c3cnccn3)n[nH]c2=S)cc1	i	-0.54
Cn1cccc1/C=C(\C#N)C(N)=S	i	1.1
CCc1nnc2c(NCCc3ccc(OC)c(OC)c3)nc3ccccc3n12	i	-0.27
O=C(NCc1ccccc1)c1n[nH]nc1-c1ccccc1O	i	1.8
CCOC(=O)c1nn(-c2ccc(F)cc2)c(=O)c(C#N)c1C	i	-1.1
COc1ccc(C(=O)NCc2ccc(N3CCN(C(=O)OC(C)(C)C)CC3)cc2)cc1	i	1.2
Cc1c(N2C(=O)/C(=C/C3CC=CCC3)SC2=S)c(=O)n(-c2ccccc2)n1C (stereo unspecified)	i	0.12
CN(C)c1cccc2c1c(NC(=O)c1ccc(Cl)cc1)nn2C	i	0.58
CCN(CC)C(=O)C12CC3CC(CC(Cl)(C3)C1)C2	i	-0.19
CC(=O)c1cccc(NC(=O)CN2CCc3cc4c(cc3C2C)OCCCO4)c1 (stereo unspecified)	i	0.47
COc1ccc2c(C)c(C)c(=O)oc2c1OC	i	1.5
O=C(CCCOc1ccc(Cl)cc1Cl)NCCCO	i	0.07
CCCCc1nnc(NC(=O)CN2C(=O)c3ccccc3C2=O)s1	i	-0.57
O=C(c1cc(COc2ccccc2)on1)N1CCCC(CN2CCOCC2)C1 (stereo unspecified)	i	-0.18
COc1ccccc1C(O)(C(=O)NNc1cccc(C)c1)c1ccccc1OC	i	-0.04
COc1ccc(-n2nnnc2CNC(=O)C2CC(=O)N(c3ccc(Cl)cc3)C2)cc1 (stereo unspecified)	i	0.79
CCc1nnc(NC(=O)CN2C(=O)c3ccccc3S2(=O)=O)s1	i	0.51
COC(=O)CCC(=O)OC1(C)C(=O)C2=CN(Cc3ccc4c(c3)OCO4)C(c3ccc(OC)cc3)=CC2=C(Br)C1=O (stereo unspecified)	i	0.73

An unsorted share of the library. About 1.9% of those tested had a hit in this group.
